TAAR1 ag: human TAAR1 agonism; 360,000 compounds, 0.99% hits; CHO RD-HGA16 TAAR1, Fluo-8 calcium fluorescence; vehicle wells 0%, saturating PEA agonist 100%; activation, % at 3 µM;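 active means activation above the mean activation of all test compounds in the run plus 3 SD, cut at about 38% in these data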
Target sequence (Q96RJ0 whole entry, looked up): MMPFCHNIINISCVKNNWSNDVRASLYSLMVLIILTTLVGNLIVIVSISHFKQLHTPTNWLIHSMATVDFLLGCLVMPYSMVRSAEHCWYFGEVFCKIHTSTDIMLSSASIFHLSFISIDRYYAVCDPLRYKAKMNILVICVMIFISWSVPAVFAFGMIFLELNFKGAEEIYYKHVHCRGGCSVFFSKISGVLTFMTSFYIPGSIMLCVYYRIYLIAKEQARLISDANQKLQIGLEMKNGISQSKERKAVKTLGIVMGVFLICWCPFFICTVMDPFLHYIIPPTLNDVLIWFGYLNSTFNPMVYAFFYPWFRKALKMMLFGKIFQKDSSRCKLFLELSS
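test system = CHO RD-HGA16 cells carrying human TAAR1 plus Gα16 | schedule = 17-24 h seeding, 75 min 37 °C dye, 30 min RT | compound dosing = 3 µM single concentration | control set = DMSO and PEA EC100 | replicates = n 1 | signal = Fluo-8 fluorescence, 5 s baseline then 140 s kinetic read | measure = percent activation vs PEA EC100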
TAAR1 antag: antagonists of human TAAR1 | Q96RJ0 | CHO RD-HGA16 TAAR1, Fluo-8 calcium fluorescence, antagonist | inhibition, % at 3 µM | 360,000 compounds, 1.5% hits | AID 624466;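 active means inhibition above a per-plate cutoff, the mean inhibition of test compounds on that plate plus 3 SD, cut at about 49% in these data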;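 further: 0% = DMSO plus EC80 beta-PEA response and 100% = DMSO alone without agonist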
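Material: CHO RD-HGA16 cells bearing hTAAR1; compound dosing: one-point dosing, 3 µM nominal final; schedule: dye loading 75 min at 37 °C, then 30 min room temperature; measured by: calcium fluorescence with Fluo-8; control set: vehicle and agonist controls; replication: n of 1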
CHO parental Ca: signal in parental CHO cells, OX1R antagonist counter-screen | 330,000 compounds, 0.63% hits | parental CHO-K1, ATP-induced calcium, Fluo-8 fluorescence | inhibition, % at 5.6 µM;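 active means inhibition above that plate's mean sample inhibition plus 3 SD, cut at about 26% in these data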;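 further: 0% = ATP-challenged DMSO wells and 100% = DMSO wells without ATP; some compounds past the cut are filed as inactive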
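Assay system: parental CHO cells; Read-out basis: percent inhibition of ATP-evoked calcium rise, normalized to controls; Benchmarks: ATP and no-ATP DMSO wells; Compound dosing: single nominal dose of 5.6 µM per compound; Signal: Fluo-8 calcium dye fluorescence; Also added: ATP as calcium-mobilizing challenge; Repeats: singlicate.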
OXTR potentiator: potentiates the human oxytocin receptor response; CHO-OTR cells, Fluo-8 calcium fluorescence, potentiator mode; 0% = oxytocin EC15, 100% = EC100; AID 2445; 320,000 compounds, 0.061% hits; P30559; activation, % at 3 µM;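 active means activation above that plate's cutoff, the mean activation of tested compounds plus 3 SD, cut at about 6.6% in these data, passing the limit was not always enough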;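 further: 100% uses oxytocin at 75 nM as the full agonist control; some results filed as inactive read as strong as hits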
Target sequence (P30559 whole entry, looked up): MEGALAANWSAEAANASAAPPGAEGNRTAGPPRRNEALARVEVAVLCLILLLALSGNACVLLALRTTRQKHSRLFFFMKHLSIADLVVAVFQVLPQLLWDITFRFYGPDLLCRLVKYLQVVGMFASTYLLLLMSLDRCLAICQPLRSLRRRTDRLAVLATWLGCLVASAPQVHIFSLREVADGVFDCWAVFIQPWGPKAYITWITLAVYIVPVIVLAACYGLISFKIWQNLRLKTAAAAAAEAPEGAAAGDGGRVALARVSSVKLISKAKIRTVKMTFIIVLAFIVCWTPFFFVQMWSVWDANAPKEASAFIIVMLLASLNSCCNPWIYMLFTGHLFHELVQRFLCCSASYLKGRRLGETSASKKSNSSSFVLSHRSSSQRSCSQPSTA
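assay system = CHO-OTR cells, human receptor | schedule = compound 6 min at room temperature before oxytocin, 100 s read | detection = Fluo-8 intracellular calcium fluorescence, ex 470-495, em 515-575 nm | evaluation = normalized max/min fluorescence ratio, % activation | control set = EC15 oxytocin alone as 0%, 75 nM oxytocin (EC100) as 100%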
M1 ag: activates human CHRM1 receptor. P11229. CHO-K1 hM1, Fluo-8 calcium fluorescence, agonist mode; 0% DMSO, 100% acetylcholine EC100. activation, % at 3 µM. 360,000 compounds, 0.33% hits. AID 588814;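 active means activation above the run's mean compound activation plus 3 SD, cut at about 16% in these data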;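 further: peak over basal fluorescence ratio within a 140 s kinetic read after compound addition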
M1 antag: antagonists of human M1 muscarinic receptor. P11229. CHO-K1 hM1, Fluo-8 calcium fluorescence, ACh EC80 antagonist. inhibition, % at 3 µM. 360,000 compounds, 1.3% hits;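 active means percent inhibition above its own plate's cutoff, namely the mean of that plate's compound wells plus 3 SD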;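 further: peak over basal fluorescence ratio during 140 s after agonist addition; 0% = ACh EC80 plus DMSO and 100% = DMSO alone without agonist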
CHO-K1 Ca ag: counter-screen for M1 agonists: effect in parental CHO-K1 cells | Fluo-8 calcium fluorescence; scaled to maximal ATP response, vehicle zero | activation, % at 3 µM | 360,000 compounds, 0.48% hits; in the data active means activation above about 15%;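 further: untransfected CHO-K1 host cells lacking M1 receptor as counterscreen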
CHO-K1 Ca antag: counter-screen for M1 antagonists: effect in parental CHO-K1 cells; ATP-induced calcium, Fluo-8 fluorescence; inhibition, % at 3 µM; 360,000 compounds, 0.6% hits;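 active means inhibition above a per-plate cutoff, the plate's mean sample inhibition plus 3 SD, cut at about 24% in these data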;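 further: 0% = DMSO plus EC80 ATP and 100% = DMSO alone without ATP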
CHO-K1 Ca PAM: nonselective activator or artifact in parental CHO-K1 calcium assay; 360,000 compounds, 0.02% hits; activation, % at 3 µM; ATP EC20, Fluo-8 calcium fluorescence; 0% at ATP EC20, 100% at ATP max;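 active means activation above the run cutoff, the mean activation of all test compounds plus 3 SD, cut at about 40% in these data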;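 further: peak over basal fluorescence ratio in a 140 s read after ATP addition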
* = called active by the depositor; x = no result given.

Values run as follows: M1 antag | OXTR potentiator | CHO-K1 Ca antag | M1 ag | TAAR1 antag | TAAR1 ag | CHO-K1 Ca ag | CHO-K1 Ca PAM | CHO parental Ca
- O=C(CCn1c(=O)[nH]c2ccccc2c1=O)NCCCN1CCN(c2cccc(Cl)c2)CC1
    15 | -7 | 5 | -3 | x | x | 0.3 | 3 | -17
- Cc1cc(N2CCN(C)CC2)nc(-c2ccccc2O)n1
    -5 | 2 | -10 | -4 | 4 | 1 | 1.4 | 10 | -2
- CCC(C(=O)OCC(=O)NC(=O)c1ccccc1OC)c1ccccc1 (stereo not drawn)
    -19 | -12 | -6 | 0 | -33 | 2 | 0.9 | 8 | 1
- C/C(=N\NC(=S)Nc1cccc(C)c1)c1cc2ccccc2o1
    0 | -6 | -7 | -10 | 7 | 0 | 0.1 | 3 | -19
- COc1ccc(/C=N/n2c(-c3cccs3)n[nH]c2=S)cc1
    -6 | 2 | -19 | -5 | -2 | 2 | -0.5 | 18 | -4
- Cc1cccc(NC(=O)c2ccccc2SCc2ccc(F)cc2)n1
    0 | -3 | -9 | -4 | -4 | -1 | -0.6 | -10 | -14
- CCn1ncc(C2=NOC(C(=O)Nc3cccnc3)C2)c1C (stereo not drawn)
    2 | -8 | -11 | -3 | 24 | 1 | 0.8 | 0 | -5
- CCCn1c(N)c(C(=O)CSc2nc3ccccc3c(=O)n2-c2ccc(OC)cc2)c(=O)[nH]c1=O
    -2 | -6 | -5 | -9 | -6 | 6 | -0.3 | 13 | -12
- CCC(=O)c1ccc(OCC(=O)NCc2ccccc2CN2CCCC2)cc1
    13 | -3 | -9 | -8 | -9 | 1 | 0.1 | 9 | -9
- COc1ccc(N2CCN(C(CNC(=O)OCc3ccccc3)c3ccco3)CC2)cc1 (stereo not drawn)
    1 | -11 | 0 | -6 | -10 | 1 | 2.1 | 18 | -12
- NS(=O)(=O)c1ccc(-c2cccc(/C=C3\SC(=O)NC3=O)c2)cc1
    -6 | -6 | 2 | 1 | 14 | 18 | 0.3 | -13 | 2
- O=C(c1cc2ccccc2o1)N1CCC(N2CCC(C(=O)N3CCCC3)CC2)CC1
    9 | -2 | 24* | -14 | -11 | 6 | -0.6 | -16 | -22
- O=C(CCl)c1cc2c3c(c1)CC(=O)N3CCC2
    6 | 3 | -5 | -7 | -10 | -2 | -0.1 | 6 | -10
- O=C1/C(=C/c2cccs2)SC(=S)N1CCCC(=O)N(CCO)c1ccccc1
    2 | -14 | 7 | 0 | 24 | 9 | 0.5 | -16 | -3
- CN1CCN(C(=O)CSc2nc3ccc(NC(=O)c4ccccc4F)cc3s2)CC1
    -5 | -6 | -22 | -5 | -9 | 5 | 2.8 | 12 | -8
- COc1cccc(CCc2nc3ccccc3c(=O)n2N)c1
    5 | -10 | -4 | 1 | 12 | 19 | 8.1 | 4 | 0
- COc1ccc(CCNCC(O)c2ccccc2)cc1 (stereo not drawn)
    8 | 0 | 8 | -6 | -21 | 10 | -0.3 | -11 | -7
- COc1cc(C)c(C(C)C)cc1S(=O)(=O)N1CCOCC1
    3 | -9 | -8 | -2 | 1 | 7 | 0.4 | 13 | -9
- O=C(COC(=O)c1ccc(O)cc1)NCCC1=CCCCC1
    4 | -1 | -1 | -14 | 24 | 13 | 0.9 | 1 | -4
- Cc1ccc(Nc2nc(N)nc(COC(=O)c3ccc(Br)o3)n2)cc1
    -9 | x | -2 | -6 | -20 | -2 | -0.6 | 11 | x
- Cc1cc(C(=O)OCC(=O)N(CC(C)C)c2c(N)n(Cc3ccccc3)c(=O)[nH]c2=O)c2ccccc2n1
    -13 | -15 | -3 | 0 | -9 | 1 | 1.7 | 4 | -29
- COc1ccccc1N1C(C)=CC(=C(C#N)c2nc3ccccc3s2)C=C1C
    9 | -9 | -11 | -5 | -3 | 7 | 0.1 | 11 | 7
- Cc1cccc(C)c1NC(=O)NC1(C(=O)N2CCN3CCCC3C2)CCCCC1 (stereo not drawn)
    -5 | -5 | -12 | -5 | -2 | -3 | 0.5 | 1 | -10
- O=C(NCC(c1cccs1)N1CCOCC1)c1cc(S(=O)(=O)N2CCOCC2)ccc1Cl (stereo not drawn)
    -8 | x | -14 | -7 | -8 | 1 | 0.6 | 6 | x
- O=C(OCC(=O)N1CCc2ccccc2C1)c1ccc(OC(F)F)cc1
    -5 | -2 | 12 | -2 | -27 | 5 | 0.2 | 14 | -17
- Nc1cccc(C(=O)Nc2ccco2)c1
    -8 | -20 | 23 | -5 | 2 | 10 | 0.1 | -3 | -14
- COc1ccc(CCNC(=O)C2CCC(=O)N(C3CCCCCC3)C2)cc1 (stereo not drawn)
    -6 | -19 | -13 | -2 | -27 | 5 | 0.2 | -5 | -6
- CN(Cc1nc2ccc(F)cc2[nH]1)Cc1nc(CC2CC2)no1
    -11 | 1 | -9 | -6 | 14 | 6 | 0.8 | 5 | -13
- CCOc1ccccc1N1CCN(CC(=O)N(CC(C)C)c2c(N)n(CC(C)C)c(=O)[nH]c2=O)CC1
    -7 | -3 | -15 | -1 | 5 | 1 | 1.2 | 2 | -5
- CC(C)Oc1ccc(C(=O)Nc2ccccc2N2CCOCC2)cc1
    5 | -5 | 14 | -4 | 9 | 1 | 0.3 | -15 | -17
- COC(=O)c1ccc2c(=O)n(CCN3CCOCC3)c(SCC(=O)Nc3cccc(OC)c3)nc2c1
    -12 | -4 | -10 | -5 | -2 | 0 | 0.0 | 17 | -28
- O=C(Cn1nnc(-c2ccccc2)n1)N1CCCCC1
    -8 | -3 | 0 | 4 | -10 | 1 | -0.5 | -9 | -8
- COc1cccc(N2CC(NC(=O)c3ccc4ccccc4c3)CC2=O)c1 (stereo not drawn)
    -7 | -10 | -4 | -3 | -3 | 7 | 0.9 | -1 | -15
- CCCCCNCc1ccc(OCc2ccc(Cl)nc2)c(OC)c1
    2 | 1 | 0 | -7 | -7 | 4 | 0.8 | 14 | -14
- Cc1ccc(Cn2c(=N)c(C(=O)NCCN3CCOCC3)cc3c(=O)n4ccccc4nc32)cc1
    -10 | 0 | -1 | -6 | -15 | 1 | 0.1 | -1 | -16
- Oc1c(CN2CCN(c3ccccn3)CC2)cc(Cl)c2cccnc12
    14 | -3 | -15 | -5 | x | x | 1.6 | 20 | -7
- N#Cc1c(NC(=O)c2ccccc2)sc2c1CCC2
    -24 | -5 | 4 | -1 | 4 | 14 | 0.1 | -2 | -22
- COc1ccc(-c2nnc(SCc3ccccc3F)o2)cc1OC
    -9 | -2 | -7 | -4 | -8 | -2 | 0.9 | 11 | -36
- COC1=CC(=O)OC(c2ccco2)C1 (stereo not drawn)
    9 | x | -12 | -3 | -8 | 3 | 0.3 | 6 | x
- NS(=O)(=O)c1ccc(CCNC(=O)CN2CCN(c3ccccc3O)CC2)cc1
    -5 | 0 | 14 | -3 | -4 | 5 | -0.6 | 16 | -8
- Cc1ccc(NC2CCCN(C(=O)c3cnc4ccccn4c3=O)C2)cc1C (stereo not drawn)
    5 | -7 | -2 | -2 | -16 | 8 | -0.3 | 9 | -5
- Cc1[nH]c(C)c(S(=O)(=O)N2CCN(c3cccc(C(F)(F)F)c3)CC2)c1C(=O)N1CCCC1
    -3 | -6 | -16 | -3 | -20 | 4 | 1.5 | 7 | -3
- Cc1c(CC(=O)N2CCN(C(=O)C3COc4ccccc4O3)CC2)c(=O)oc2c(O)c(O)ccc12 (stereo not drawn)
    1 | -4 | 2 | -3 | -49 | 0 | -0.1 | -5 | -8
- Cc1cc(C(=O)OCC(=O)Nc2c(Cl)cccc2C(F)(F)F)c(C)o1
    -11 | -8 | -12 | -5 | 0 | 2 | -0.1 | 0 | 0
- CC(=O)Nc1ccccc1Nc1nc(NCCO)nc(N2CCCC2)n1
    -8 | -1 | -10 | -2 | -14 | 7 | 2.2 | 16 | -8
- Cc1nc2oc3ccc(Cl)cc3c(=O)c2cc1C(=O)O
    -9 | -7 | -14 | 0 | -32 | -1 | 0.4 | 12 | 5
- O=C(CNCCC1=CCCCC1)Nc1ccc(N2CCCCCC2)cc1
    -3 | -25 | 0 | -2 | -7 | 34 | 1.0 | 5 | -2
- CC(C)(C)c1ccccc1NC(=O)Nc1nc(C(N)c2ccccc2)cs1 (stereo not drawn)
    2 | x | 5 | 5 | 5 | 6 | 1.4 | 2 | x
- COc1ccc(C(CC(=O)Nc2ncccc2C)N2Cc3ccccc3C2=O)cc1 (stereo not drawn)
    1 | -14 | -13 | -2 | -3 | 7 | 0.2 | 14 | -12
- O=C(O)c1ccc(CN(Cc2ccccc2)S(=O)(=O)c2ccc(Cl)cc2)cc1
    4 | -15 | 0 | -9 | 1 | 0 | 2.3 | -15 | 2

(cont.)
Values run as follows: M1 antag | OXTR potentiator | CHO-K1 Ca antag | M1 ag | TAAR1 antag | TAAR1 ag | CHO-K1 Ca ag | CHO-K1 Ca PAM | CHO parental Ca
- NC(=O)[C@@H]1CCCN1Cc1nc(-c2cccs2)no1
    1 | -5 | 6 | -5 | -16 | 0 | 0.2 | 4 | -4
- Cc1noc(C)c1C(=O)NCCc1c(C)[nH]c2ccccc12
    1 | -11 | -11 | -2 | -5 | 0 | 0.9 | 4 | -1
- OC(COCc1ccc(Cl)cc1)CN1CCc2ccccc2C1 (stereo not drawn)
    -3 | 5 | -8 | -8 | -18 | 4 | 1.8 | 17 | -9
- COc1cccc(Nc2nnc(SCC(=O)Nc3sccc3C(N)=O)s2)c1
    24 | -5 | 7 | 2 | 68* | 12 | 12 | -6 | 1
- COc1ccc(CCNC(=O)COC(=O)c2cccs2)cc1OC
    -9 | -10 | -19 | -1 | -8 | 1 | 2.9 | 16 | -3
- Cc1nc2ccccn2c1C(=O)NCc1cccnc1
    -27 | -2 | -19 | -2 | -15 | 1 | 1.3 | 13 | 0
- Cc1cc(NC(=O)CCN2C(=O)/C(=C/c3ccccc3F)SC2=S)no1
    x | -2 | x | x | -22 | 1 | x | x | 0
- CCN(CC)C(=O)CSCc1cnn(-c2ccccc2)c1-n1cccc1
    -15 | -5 | -2 | -6 | 1 | 13 | 2.4 | 18 | -8

3 entries out of the list, sorted by SMILES length, highest first.
Values run as follows: M1 antag | OXTR potentiator | CHO-K1 Ca antag | M1 ag | TAAR1 antag | TAAR1 ag | CHO-K1 Ca ag | CHO-K1 Ca PAM | CHO parental Ca
- COc1cccc(Nc2nnc(SCC(=O)Nc3sccc3C(N)=O)s2)c1
    24 | -5 | 7 | 2 | 68* | 12 | 12 | -6 | 1
- CCN(CC)C(=O)CSCc1cnn(-c2ccccc2)c1-n1cccc1
    -15 | -5 | -2 | -6 | 1 | 13 | 2.4 | 18 | -8
- COc1ccc(CCNC(=O)COC(=O)c2cccs2)cc1OC
    -9 | -10 | -19 | -1 | -8 | 1 | 2.9 | 16 | -3

Source: PubChem BioAssay
